Screening results: PubChem, several laboratories
CHRM4 PAM: positive allosteric modulators of human muscarinic M4 receptor; AID 624126; activation, % at 3 µM; CHO-K1 hM4/Gqi5, Fluo-8 calcium fluorescence, ACh EC20; 0% = ACh EC20, 100% = maximal ACh; P08173; 360,000 compounds, 0.4% hits;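 active = activation above its plate's cutoff, the mean activation of sample wells plus 3 SD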; note: some results filed as inactive read as strong as hits
Target sequence (P08173 whole entry, looked up): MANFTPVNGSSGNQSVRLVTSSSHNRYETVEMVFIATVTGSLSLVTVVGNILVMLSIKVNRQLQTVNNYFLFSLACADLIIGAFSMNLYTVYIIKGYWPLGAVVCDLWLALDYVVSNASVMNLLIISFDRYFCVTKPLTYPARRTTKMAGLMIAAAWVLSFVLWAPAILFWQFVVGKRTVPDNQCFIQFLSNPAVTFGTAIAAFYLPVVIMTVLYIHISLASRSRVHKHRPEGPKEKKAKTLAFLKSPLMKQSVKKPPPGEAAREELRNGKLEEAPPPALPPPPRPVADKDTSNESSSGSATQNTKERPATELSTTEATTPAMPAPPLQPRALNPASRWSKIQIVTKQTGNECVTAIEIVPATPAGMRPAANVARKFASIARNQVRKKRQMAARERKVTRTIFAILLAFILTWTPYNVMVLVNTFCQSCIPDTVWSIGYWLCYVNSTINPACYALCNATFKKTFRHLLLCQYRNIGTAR
CHRM5 antagonist: antagonists of human muscarinic M5 receptor (CHRM5); 360,000 compounds, 0.59% hits; inhibition, % at 3 µM; P08912; CHO-hM5 cells, Fluo-8 calcium fluorescence, ACh EC80;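 active = inhibition above a per-plate cutoff, the mean of that plate's test compounds plus 3 SD, cut at about 27% in these data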;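 note: 0% = acetylcholine EC80 with DMSO and 100% = DMSO without agonist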
Target sequence (P08912 whole entry, looked up): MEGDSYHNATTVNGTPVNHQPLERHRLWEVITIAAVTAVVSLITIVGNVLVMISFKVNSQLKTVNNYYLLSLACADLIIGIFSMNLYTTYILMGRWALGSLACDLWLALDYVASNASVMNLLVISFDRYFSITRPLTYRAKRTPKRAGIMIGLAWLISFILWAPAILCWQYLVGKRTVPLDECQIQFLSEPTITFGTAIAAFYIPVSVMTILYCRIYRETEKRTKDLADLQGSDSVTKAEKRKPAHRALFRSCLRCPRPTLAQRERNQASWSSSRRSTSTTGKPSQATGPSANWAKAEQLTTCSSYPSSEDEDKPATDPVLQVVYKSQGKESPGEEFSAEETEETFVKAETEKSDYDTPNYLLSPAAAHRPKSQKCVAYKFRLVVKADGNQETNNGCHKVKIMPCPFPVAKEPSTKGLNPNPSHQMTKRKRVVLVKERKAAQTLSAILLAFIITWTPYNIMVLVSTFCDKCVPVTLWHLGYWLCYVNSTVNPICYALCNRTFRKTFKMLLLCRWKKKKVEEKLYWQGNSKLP
CRFR2-BP antag: CRF-BP/CRF-R2 complex antagonism; inhibition, % at 11.8 µM; 350,000 compounds, 0.59% hits; AID 588475; HEK293 CRF-R2/CRF-BP, CRF-induced calcium fluorescence;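 active = inhibition of the ligand-induced calcium signal above about 50% at the single tested concentration, limit read from the data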
CHRM4 agonist: agonists of human muscarinic M4 receptor (CHRM4). P08173. CHO-K1 hM4/Gqi5, Fluo-8 calcium fluorescence; vehicle 0%, full acetylcholine response 100%. activation, % at 3 µM. 360,000 compounds, 0.14% hits. AID 624127;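 active = activation above the run mean over all test wells plus 3 SD, cut at about 32% in these data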;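 note: peak over basal fluorescence ratio per well then scaled between controls; 0% = DMSO wells and 100% = acetylcholine at EC100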
IDE inh: cellular human IDE inhibition | P14735 | HEK cells, FAbetaB cleavage, fluorescence polarization | inhibition, % at 5.59 µM | 320,000 compounds, 0.41% hits | AID 434962;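 active = percent inhibition above the average of all tested compounds plus 3 SD, set per screening campaign, cut at about 16% in these data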;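 note: IDE supplied by intact live HEK cells; FP after avidin binding of uncleaved biotin substrate so inhibition keeps polarization high; 0% = DMSO wells and 100% = 60 µM reference IDE inhibitor Ii1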
CRFBP-R2 agonist: CRF-BP/CRF-R2 complex agonism; HEK293 CRF-R2/CRF-BP, calcium dye fluorescence (FLIPR); percent of saturating CRF peptide response; activation, % at 13.2 µM; 350,000 compounds, 0.46% hits;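 active = activation of at least 50%, plus an integration ratio under a set limit after plate pattern correction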;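 note: plate controls were neutral control wells without compound for no effect and CRF at EC100 for full effect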
CHRM5 PAM: positive allosteric modulators of human muscarinic M5 receptor; P08912; CHO-K1 hM5, Fluo-8 calcium, ACh EC20 PAM; 0% = ACh EC20, 100% = ACh EC100; activation, % at 3 µM; 360,000 compounds, 0.3% hits;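 active = activation above the run cutoff, the mean activation of all test compounds plus 3 SD, cut at about 18% in these data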
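System: CHO-K1 hM5 cells. Reagent: acetylcholine, EC20 level. Compound dosing: single dose, 3 µM nominal final test concentration. Timing: Post-acetylcholine fluorescence recording 140 s. Detection: Fluo-8 calcium fluorescence. Read-out: % activation, ACh-normalized. Benchmarks: ACh EC20 and EC100 wells. Repeats: singlicate, one well per test compound.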
M5 ag: agonists of human muscarinic M5 receptor (CHRM5); P08912; CHO-K1 hM5 cells, Fluo-8 calcium fluorescence; 0% DMSO wells, 100% maximal acetylcholine response; activation, % at 3 µM; 360,000 compounds, 0.19% hits;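 active = activation above the run's mean over test compounds plus 3 SD, cut at about 23% in these data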;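 note: signal is peak over basal fluorescence ratio across the kinetic read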
CHRM4 antagonist: CHRM4 antagonism in calcium assay; P08173; CHO-hM4 cells, ACh EC80, Fluo-8 calcium fluorescence; inhibition, % at 3 µM; 360,000 compounds, 0.73% hits; AID 624125;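 active = inhibition above its plate's cutoff, the mean inhibition of sample wells plus 3 SD, cut at about 27% in these data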;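 note: 0% = acetylcholine EC80 with DMSO and 100% = DMSO without agonist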
Starred values were filed as active, the others as inactive; / = no result given.

SMILES	CHRM4 PAM	CHRM5 antagonist	CRFR2-BP antag	CHRM4 agonist	IDE inh	CRFBP-R2 agonist	CHRM5 PAM	M5 ag	CHRM4 antagonist
COCCN1CCN(C(=O)C2CCC(=O)N(CCc3ccccc3)C2)CC1 (stereo not given)	6	-2	1	0	1	1.0	10	-5	-2
CC(=O)Nc1ccc(C(=O)OCC(=O)c2ccc(C)c([N+](=O)[O-])c2)cc1	6	-3	-3	9	-3	-2.6	-8	2	-6
CN(C(=O)CCN1C(=O)C(C)(C)Nc2ccccc21)c1ccccc1	4	-6	14	5	-2	-0.9	4	-1	-12
CC(C)CNC(=O)c1noc2c1CCCC2	-5	0	10	1	0	-0.9	-8	0	6
CCN(Cc1ccccc1)C(=S)Nc1cc(C(=O)OC)ccc1C(=O)OC	-13	6	36	1	0	-0.1	-3	0	15
CCOc1ccc(C(=O)NC(=S)Nc2ccc(N3CCOCC3)c(Cl)c2)cc1[N+](=O)[O-]	-3	9	-24	7	3	-0.6	-7	-1	5
CCOc1ccc(C(CC(=O)O)NC(=O)c2sc3ccccc3c2Cl)cc1 (stereo not given)	-6	10	-14	0	1	0.6	-9	-2	5
O=c1[nH]c(NC2CCCCC2)c([N+](=O)[O-])c(=O)[nH]1	-8	-4	-2	1	-1	-1.0	-1	-2	14
O=C(CSc1nnc(COc2ccc(Cl)cc2)o1)N1CCN(c2ccccc2)CC1	4	-4	24	1	4	-2.3	3	2	6
CCC(C)N1CC23C=CC(O2)C(C(=O)OCc2ccccc2)C3C1=O (stereo not given)	-5	1	-16	1	-4	1.1	3	-1	2
CCOc1ccc(C(=O)NC(=S)Nc2ccc(NC(=O)CC)cc2)cc1[N+](=O)[O-]	-2	0	-79	9	-5	0.9	-9	-3	-2
CC[C@]12c3[nH]c4ccccc4c3CCN1C(=O)C(CC(=O)NCc1cccc(C(F)(F)F)c1)C[C@@H]2C(=O)N1CCN(C(=O)C2CC2)CC1 (stereo not given in full)	3	6	-23	0	-1	-0.6	-2	1	-1
CCC(C)(C)NC(=O)/C=C/c1cccs1	10	-3	6	0	6	0.1	1	-1	6
COC(=O)c1cn(NC(=O)c2ccc([N+](=O)[O-])cc2Cl)c(=O)c2ccccc12	2	3	-20	1	2	-0.1	-7	-3	-15
CC1(C)C2CCC1(CS(=O)(=O)NCc1ccc(C(F)(F)F)cc1)C(=O)C2 (stereo not given)	2	3	-10	6	3	1.2	1	-3	-9
CCc1nnc(NC(=O)c2cc(-c3cccnc3)nc3ccccc23)s1	5	7	-12	-1	0	-0.2	0	0	-3
O=C(Nc1ccccc1Cl)C(Cl)C(=O)c1ccccc1 (stereo not given)	-3	10	23	1	/	-3.6	0	-3	-3
CSc1sc(C)cc1C=O	6	-1	-5	1	-3	2.7	3	-2	-6
Cc1[nH]c2ccccc2c1C(=O)CSC(=S)N1CCOCC1	5	8	-5	3	1	-0.7	-8	4	10
COc1ccc(NC(=O)c2ccc(NC(=O)CN(C)CC(=O)Nc3c(C)cccc3C)cc2)cc1	2	2	-17	4	6	-1.3	-2	0	-1
CC(C)N(c1ccccc1)c1ccc(NC(=O)[C@@H]2O[C@H](CO)[C@H](O)[C@H](O)[C@H]2O)cc1	-5	2	/	1	/	/	1	2	3
CCOC(=O)[C@@H]1[C@H]2COc3ccccc3[C@@H]2N2C(=O)N(c3ccc(C(F)(F)F)cc3)C(=O)[C@]12C	6	15	-6	0	1	1.3	2	-1	7
N#C/C(=C(/O)COC(=O)COc1cccc(Br)c1)c1nc2ccccc2[nH]1	-11	5	100*	4	4	4.4	0	5	4
O=C(O)CSC(C(=O)Nc1ccc(C(F)(F)F)cc1)c1ccccc1 (stereo not given)	17	-5	-9	0	11	-1.8	-1	2	-3
CCC12CN3CCN(CC(C3)/C1=N\NC(=O)c1ccc(C(C)(C)C)cc1)C2	12	-6	-7	2	-2	0.9	3	-1	8
CC(=O)NCCC(=O)Nc1cc(S(=O)(=O)N2CCCCC2)ccc1Oc1ccccc1	-1	-4	-33	3	-9	2.8	1	-1	-4
Cc1oc(-c2ccccc2)nc1C(=O)Nc1nccs1	1	2	-11	2	-5	1.5	-1	-4	7
COc1cc(C2c3c(-c4cc(C)cc(C)c4O)n[nH]c3C(=O)N2CCCO)cc(OC)c1OC (stereo not given)	3	2	-9	1	4	-1.9	1	-1	13
COc1ccc(S(=O)(=O)N[C@@H](C)C(=O)OCC(=O)Nc2cc3oc4ccccc4c3cc2OC)cc1	-13	12	-14	11	-2	4.6	-9	1	5
COc1ccc(CCN2CC(C(=O)NCCc3ccccn3)CCC2=O)cc1 (stereo not given)	16	9	18	2	-1	5.0	3	-1	9
O=C(Nc1ccccc1Cl)c1ccc2c(c1)N(Cc1ccc(F)cc1)C(=O)CS2=O (stereo not given)	-9	5	-16	5	-4	0.5	-5	-1	4
CC(CNC(=O)CCS(=O)(=O)c1ccc2c(c1)oc(=O)n2C)c1ccccc1 (stereo not given)	0	1	8	0	5	-0.8	-1	-2	-11
COC(=O)c1cccnc1N1CCN(c2ccccc2F)CC1	-1	10	8	1	-2	-5.0	-7	3	6
OC(c1ccc(F)cc1)(C1CCCCC1)C(CN1CCOCC1)c1ccccc1 (stereo not given)	-1	-5	-20	-1	0	0.2	1	-3	-2
O=C(CN1CCN(c2ccc(O)cc2)CC1)NCC(=O)Nc1ccc(F)c(F)c1F	22	7	1	0	-3	-2.1	-1	6	-14
[2H]C([2H])(CCOS(N)(=O)=O)c1ccccc1	7	10	1	1	4	-1.1	-5	1	-7
COC(=O)c1cc(COc2ccc3oc(C)c(C(=O)OC)c3c2)c(C)o1	-8	-1	45	2	-2	-0.2	-4	-2	-4
COc1cc(CN(C2CC2)S(=O)(=O)c2ccccc2Br)cc(OC)c1	-5	-1	6	2	/	3.8	-3	-3	-1
CCCSc1nc2[nH]ncc2c(=O)[nH]1	3	-3	-5	1	-1	-2.7	1	1	-4
CCn1c(=O)c(C(=O)NCc2ccc(OC)c(OC)c2)c(O)c2ccccc21	3	-1	1	0	1	0.3	-5	-1	-3
CCOC(=O)c1[nH]c2ccccc2c1NC(=O)C1CCCCC1	6	5	-1	1	3	0.9	0	3	1
Cc1ccc(Cn2c(=O)c3ccccc3n3c(CCC(=O)O)nnc23)cc1	2	-1	-2	1	-3	2.9	-2	2	-3
COCCCNC(=S)N1CCN(c2nc(-c3ccc(Cl)cc3)cs2)CC1	-8	18	27	14	/	-2.0	-17	3	14
O=C(COC(=O)c1ccc([N+](=O)[O-])o1)NC12CC3CC(CC(C3)C1)C2	-2	6	-9	1	0	5.8	-7	2	-3
CCCC(C(=O)NC(C)(C)C)N(Cc1ccc(F)cc1)C(=O)c1snc(C(N)=O)c1N (stereo not given)	-5	9	-24	3	1	-1.0	-4	-6	-2
O=C(Nc1cc(Cl)ccc1N1CCOCC1)c1cccnc1Cl	-3	-1	-5	1	7	-0.3	4	2	-2
O=C(CSc1n[nH]c(=O)[nH]c1=O)c1ccccc1[N+](=O)[O-]	-5	6	-8	0	-2	-1.3	-1	4	0
O=C(COc1ccccc1Cl)NCC(c1cccs1)N1CCOCC1 (stereo not given)	-1	9	-2	6	-1	-0.2	-6	1	-1
CC(OC(=O)CNC(=O)C1CCCCC1)C(=O)NCc1ccccc1 (stereo not given)	1	9	-19	1	1	1.6	5	3	1
COc1ccccc1C(=O)NNC1=C(C(=O)C(F)(F)F)CCC1	-7	7	28	1	-6	62*	-11	0	0
COc1ccc(-c2cn(CCO)c(CCN)n2)cc1	5	20	3	0	-6	-1.7	-18	0	6
Cc1c(C(=O)O)c(-c2ccccc2)nn1-c1ccccc1	0	5	-1	0	-2	-1.6	-1	1	1
CCCNS(=O)(=O)c1ccc(CCC(=O)N2CCN(c3ccc(OC)cc3)CC2)cc1	-1	2	-5	4	11	-1.8	-2	2	-8
CS(=O)(=O)N(CC(=O)N1CCCCCC1)Cc1ccc(Cl)cc1	0	11	-2	2	5	1.0	-14	-6	4
Cc1ccc(-c2nc(CS(=O)CC(=O)NCCN3CCOCC3)c(C)o2)cc1 (stereo not given)	0	0	22	-1	3	-1.6	5	-2	-11
O=S(=O)(Nc1ccc(Br)cc1)c1cccc(NC(=S)NCCN2CCOCC2)c1	-2	7	-15	2	-1	0.6	1	-4	-7
Oc1ccc(Nc2nnc(-c3ccc(O)cc3)c3ccccc23)cc1	-12	6	7	-1	-2	-0.1	-4	-4	7
COc1ccc2nc(NC(=O)C3=NN(c4ccccc4)C(=O)CC3)sc2c1	-7	-13	4	4	6	1.1	0	-3	-8
Cc1ccc(N2CSC3=C(C#N)C(c4cccs4)CC(=O)N3C2)cc1 (stereo not given)	-2	-1	0	-1	1	1.9	-3	0	-12
Cc1ccncc1CNC(=O)c1ccccc1	-2	13	7	0	/	-0.8	-5	1	0

Next section:
SMILES	CHRM4 PAM	CHRM5 antagonist	CRFR2-BP antag	CHRM4 agonist	IDE inh	CRFBP-R2 agonist	CHRM5 PAM	M5 ag	CHRM4 antagonist
O=C(NCC1CCCO1)c1cccc(F)c1 (stereo not given)	4	1	2	1	3	-0.2	1	1	0
CSc1ccc(CN2CCC(CO)(Cc3ccc(Cl)cc3)CC2)cc1	-40	26	-5	16	-2	-0.3	-33	-19	11
Cc1nnc(N(C)C(=O)c2cnccn2)s1	9	-10	16	2	3	-1.2	14	4	-15
Cc1cccc(-c2nc(C#N)c(NCC3CCCO3)o2)c1 (stereo not given)	-5	5	5	3	6	-0.7	4	2	17
CCCCNC(=O)OC(C)CNC(=O)OC (stereo not given)	-2	5	-9	1	1	-0.5	-6	-3	-2
CC(C)(C)CC(=O)NCc1ccc(F)cc1	5	-3	-3	0	4	-0.6	8	-5	-13
COCc1cccc(-c2csc(C(C)(NC(C)=O)c3ccccc3)n2)c1 (stereo not given)	1	-1	/	2	/	/	-2	0	-5
O=C(c1cc(-c2ccco2)on1)N1CCOCC1	18	-7	11	2	-1	0.5	-1	2	-4
C[C@@H]1COC(=O)[C@@H](CC(=O)OC(C)(C)C)C/C=C\C[C@H](CC(=O)N(CCO)Cc2ccccc2)C(=O)N1	7	7	-7	2	2	-1.1	-4	2	-6
O/N=C/c1cc2ccccc2n1Cc1ccccc1F	-1	0	-4	1	-3	1.0	5	-6	1
O=C1C(Cc2ccccc2)Nc2ncnc(N3CCc4ccccc4C3)c2N1Cc1ccc(Cl)cc1 (stereo not given)	-7	1	-31	3	4	7.2	4	-6	-3
O=C(Oc1cccc(-n2cnnn2)c1)c1ccccc1Cl	1	7	5	0	1	-0.6	2	-4	-4
O=C(c1ccc(F)cc1F)C1CCN(c2ccc([N+](=O)[O-])cn2)CC1	-5	6	9	1	-3	0.2	0	5	12

The order is random; any-hit rate near 2.9%.
